CHT PAM: human CHT allosteric activation. CHT-expressing cells, membrane potential dye, choline EC20; stronger effect = higher value; LV-AA mutant CHT in HEK293 cells. 310,000 tested, 0.49% active. Q9GZV3. B-score at 10 µM;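 active means initial fluorescence not abnormally high and integrated response B-score, plate-corrected, over 3 SD above library mean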
Target sequence (Q9GZV3 whole entry, looked up): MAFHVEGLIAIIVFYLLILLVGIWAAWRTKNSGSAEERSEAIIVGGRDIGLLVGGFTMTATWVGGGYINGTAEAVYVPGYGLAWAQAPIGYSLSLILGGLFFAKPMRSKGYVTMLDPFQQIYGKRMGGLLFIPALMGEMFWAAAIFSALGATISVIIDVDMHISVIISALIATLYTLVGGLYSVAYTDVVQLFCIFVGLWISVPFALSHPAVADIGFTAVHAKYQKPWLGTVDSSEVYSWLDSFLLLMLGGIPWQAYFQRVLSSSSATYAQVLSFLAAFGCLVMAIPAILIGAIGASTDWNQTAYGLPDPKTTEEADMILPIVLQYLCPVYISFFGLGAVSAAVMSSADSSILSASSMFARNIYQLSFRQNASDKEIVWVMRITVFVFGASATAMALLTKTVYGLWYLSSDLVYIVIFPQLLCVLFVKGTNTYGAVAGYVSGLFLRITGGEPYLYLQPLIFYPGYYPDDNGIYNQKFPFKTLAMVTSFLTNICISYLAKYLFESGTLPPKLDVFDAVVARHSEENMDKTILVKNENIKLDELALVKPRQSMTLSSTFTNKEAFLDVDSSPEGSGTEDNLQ
CHT inh: inhibitors of human choline transporter CHT; Q9GZV3; 310,000 tested, 0.86% active; B-score at 10 µM; CHT-expressing cells, membrane potential dye, choline response; stronger effect = lower value; AID 488975;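 active means B-score over 3 SD under the library average, and starting fluorescence ratio not unusually high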;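 further: choline stimulus applied at its EC90 after an EC20 pre-addition; B-score computed on integrated fluorescence ratio after choline addition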
Calls only; i = inactive. Outcome played no part in choosing rows. About 1.5% of those tested had a hit in this group.

SMILES	CHT PAM	CHT inh
COC(=O)CN(c1ccc(OC)cc1)S(=O)(=O)c1c(C)noc1C	i	i
CCOC(=O)c1ccc(/C=N/O)[n+](Cc2ccccc2)c1	i	i
O=C(CCC(=O)N(c1ccc(F)cc1)C(C(=O)NC1CCCC1)c1ccncc1)Nc1cccnc1 (stereo not given)	i	i
O=C(COC(=O)c1ccccc1Nc1ccc(SC(F)F)cc1)NC1CC1	i	i
CC1(C)CNC(=O)c2sc(NC(=O)c3ccccc3Cl)nc2C1	i	i
Cc1ccc(CSc2nc(N)cc(=O)[nH]2)cc1	i	i
O=C(N/N=C/C=C/c1ccco1)c1cccs1	i	i
Cc1ccc(C(=O)N/C(=C/C=C\c2ccccc2)C(=O)NCc2ccco2)cc1	i	i
CCCN(CCC)S(=O)(=O)c1ccc(C(=O)NNc2nc(-c3ccccc3)c3cc(Br)ccc3n2)cc1	i	i
COc1cc([N+](=O)[O-])ccc1NC(=O)Nn1cnnc1	i	i
CC(=O)OCC(=O)[C@@]1(O)CC[C@H]2[C@@H]3CCC4=CC(=O)C=C[C@]4(C)[C@@]3(Cl)[C@@H](Cl)C[C@@]21C	i	i
CCCC1(c2ccccc2)NC(=O)N(CC(=O)Nc2ccccc2C(F)(F)F)C1=O (stereo not given)	i	i
CCN(Cc1ccncc1)C(=O)c1ccco1	i	i
O=C(NCC1CCCO1)c1ccc(Cl)c(S(=O)(=O)N2CCCCC2)c1 (stereo not given)	i	i
O=S(=O)(Nc1ccc(O)c(Sc2nc3ccccc3s2)c1)c1cccc2ccccc12	i	i
CCOC(=O)c1nc(NNC(C)=O)sc1C	i	i
CCOc1ccc(CN(C)C(=O)CNC(=O)c2ccccc2)cc1	i	i
Cc1ccc(C(=O)NCC(=O)OCC(=O)NC2CCS(=O)(=O)C2)cc1C (stereo not given)	i	i
CC(=O)Nc1cccc(C(=O)OCC(=O)Nc2c(C)nn(-c3ccccc3)c2C)c1	i	i
COc1ccccc1N1CCN(C(c2ccc(N(C)C)cc2)c2nnnn2CCc2ccccc2)CC1 (stereo not given)	i	i
COc1ccc(N(CC(=O)N2CCN(c3ccccc3)CC2)S(=O)(=O)c2ccc(C)cc2)cc1	i	i
Cc1onc(-c2ccccc2)c1C(=O)Nc1nc2c(s1)C(=O)CC(C)(C)C2	i	i
c1ccc(C2CCC(N3CCNCC3)CC2)cc1 (stereo not given)	i	i
Cc1cccc(NC(=O)C2CCN(S(=O)(=O)c3ccc4c(c3)NC(=O)CO4)CC2)c1	i	i
CCn1ncc(C(=O)Nc2ccc([N+](=O)[O-])cc2OC)c1C	i	i
Cc1cccc(C(=O)NC(=S)Nc2ccc3[nH]c(=O)[nH]c3c2)c1	i	i
CNC(=O)CSc1nnnn1-c1cc(C)ccc1C	i	i
CC(=O)Nc1cnc(NC(=O)c2cccc(F)c2)cc1C	i	i
CCN1CCN(S(=O)(=O)c2ccc(Cl)c(C(=O)Nc3ccccc3N3CCOCC3)c2)CC1	i	i
CC(C(=O)Nc1cccnc1)c1ccc([N+](=O)[O-])cc1 (stereo not given)	i	i
Cc1ccc(NC(=O)C(OC(=O)c2ccc(NC(N)=O)cc2)c2ccccc2)cc1Cl (stereo not given)	i	i
O=C(NCc1ccccn1)C1CCN(C(=O)c2cc3sccc3n2Cc2ccc(F)cc2)CC1	i	i
N#C/C(=C/Nc1ccccc1C(=O)O)C(N)=O	i	i
CCC(C)C(N)C(=O)NC(CCC(=O)OCc1ccccc1)C(N)=O (stereo not given)	i	i
C=CCNC(=O)C1CC1(c1ccc(C)cc1)c1ccc(C)cc1 (stereo not given)	i	i
O=C(NCCN1CCOCC1)c1cc(S(=O)(=O)NCCCN2CCCC2=O)ccc1Cl	i	i
COc1ccc(CN2CSC(=S)N(Cc3ccc(OC)cc3)C2)cc1	i	i
CC(C)(C)c1ccc(OCc2ccc(C(=O)N/N=C/c3ccc([N+](=O)[O-])cc3)o2)cc1	i	i
CC1CCN(S(=O)(=O)c2cc(C(=O)Nc3ccccn3)ccc2Br)CC1	i	i
O=C(c1cccc(S(=O)(=O)N2CCOCC2)c1)N1CCCc2ccccc21	i	i
COc1ccc(OC)c(NC(=O)COC(=O)/C=C/c2ccc(Cl)cc2)c1	i	i
Fc1cccc(CSc2nc3ccncc3[nH]2)c1	i	i
O=C(Cn1c2ccc(F)cc2c2nc3n(c(=O)c21)CCS3)Nc1ccccc1C(F)(F)F	i	i
O=C(CN(C(=O)Cn1nnc(-c2cccs2)n1)c1cnc2ccccc2c1)NCC1CCCO1 (stereo not given)	i	i
Cc1cccc(NC2=NC(=S)N(c3ccc(C(=O)O)cc3)C23CCCCC3)c1	i	i
O=C(NCCC(c1ccccc1)c1ccccc1)c1ccc(Br)o1	i	i
COc1cc(/C=N/NC(=O)c2ccccc2O)ccc1OC(=O)CC1SC(=O)NC1=O (stereo not given)	i	i
CCOC(=O)Cn1c(N2CCCCCC2)nc2c1c(=O)[nH]c(=O)n2C	i	i
COc1ccc(Br)cc1S(=O)(=O)N1CC(C)OC(C)C1 (stereo not given)	i	i
CCCN(C(=O)CSc1n[nH]c(-c2ccc(OC)cc2)n1)c1c(N)n(Cc2ccccc2)c(=O)[nH]c1=O	i	i
CC1CC(C)CN(C(=O)C2CCC(CNc3c(N4CCCCC4)c(=O)c3=O)CC2)C1 (stereo not given)	i	i
CCC(c1nnc(SCC(=O)N(C)c2ccccc2)n1Cc1ccccc1)N(C)C (stereo not given)	i	i
Cc1cccc(NC(=O)c2cc(=O)c3ccccc3o2)n1	i	i
O=C(O)C1C2C=CC(C2)C1C(=O)N1CCc2ccccc21 (stereo not given)	i	i
O=C(COc1ccccc1F)Nc1c2c(nn1-c1ccccc1)CS(=O)(=O)C2	i	i
CCN(CC)CCNC(=O)C1(O)c2cc(Br)ccc2NC(=O)N1c1ccccc1 (stereo not given)	i	i
O=C(C1CCC(=O)N(C2CC2)C1)N1CCC(Oc2cccc(F)c2)CC1 (stereo not given)	i	i
CCCOc1ccccc1NS(=O)(=O)c1ccc2[nH]c(=O)[nH]c2c1	i	i
O=C(NC1=NCCS1)c1csc2ccccc12	i	i
Cc1ccc(Nc2nc(=O)[nH]nc2C)cc1	i	i

Record cards (already shown). Order of values: CHT PAM, CHT inh
CC1CC(C)CN(C(=O)C2CCC(CNc3c(N4CCCCC4)c(=O)c3=O)CC2)C1 (stereo not given) across the screens: i, i
CC1CCN(S(=O)(=O)c2cc(C(=O)Nc3ccccn3)ccc2Br)CC1 across the screens: i, i
Cc1ccc(NC(=O)C(OC(=O)c2ccc(NC(N)=O)cc2)c2ccccc2)cc1Cl (stereo not given) across the screens: i, i

(next part)
SMILES	CHT PAM	CHT inh
O=C(CCc1nnc(CCc2ccccc2)o1)NC(c1cccnc1)C(F)(F)F (stereo not given)	i	i
COc1ccccc1C(=O)Nc1c(C(=O)N2CCN(C)CC2)oc2ccccc12	i	i
CC(=C/C(=O)O)/C(=C\c1ccc(Br)o1)C(=O)O	i	i
COc1ccc(Cl)cc1N1C(=O)CN(Cc2cc(OC)c(OC)c(OC)c2)C1=S	i	i
O=C(COC(=O)CN1C(=O)C2CCCCC2C1=O)Nc1cc(S(=O)(=O)N2CCOCC2)ccc1Cl (stereo not given)	i	i
O=C(N1CCOCC1)N1CCN(Cc2ccccc2)CC1	i	i
COc1cccc(C(=O)Nc2cc3c(cc2Br)OCCCO3)c1	i	i
COC(=O)c1[nH]c2ccccc2c1NC(=O)C(C)N1CC(C)OC(C)C1 (stereo not given)	i	i
O=C(CCC(=O)N(CC(=O)NC1CCCC1)C1CCCC1)Nc1ccccn1	i	i
O=C(COc1ccccc1Cl)NCc1ccco1	i	i
O=C(Nc1nc(-c2ccccc2)cs1)C1c2ccccc2Oc2ccccc21	i	i
CCNC(=S)NC1CC2CCC(C1)N2Cc1ccccc1 (stereo not given)	i	i
CC(=O)c1ccc(N2CCN(S(=O)(=O)c3c(C)[nH]c(C)c3C(=O)N3CCCCC3)CC2)cc1	i	i
CCc1ccc(NC(=O)c2noc3c2CCC3)cc1	i	i
O=C(CN1CCCCC1)Nc1cccc(Br)c1	i	i

Given as comma-separated lines: three of the compounds above.
SMILES,CHT PAM,CHT inh
CC(C(=O)Nc1cccnc1)c1ccc([N+](=O)[O-])cc1 (stereo not given),i,i
Cc1ccc(CSc2nc(N)cc(=O)[nH]2)cc1,i,i
O=C(COc1ccccc1F)Nc1c2c(nn1-c1ccccc1)CS(=O)(=O)C2,i,i

(listing goes on)
SMILES	CHT PAM	CHT inh
CSc1ccc(CNc2ccc(C)c(C)c2)cc1	i	i
COc1ccccc1CCNC(=O)C(=O)NCC1OCCCN1S(=O)(=O)c1ccc(F)cc1C (stereo not given)	i	i
C=CCNC(=S)N/N=C/c1ccc(-c2cccc([N+](=O)[O-])c2)o1	i	i
CN1CCN(S(=O)(=O)c2cccc(C(=O)N(Cc3nnc(-c4ccccc4Cl)o3)C3CC3)c2)CC1	i	i
C/C(=N/NS(=O)(=O)c1cc(C)ccc1C)c1c[nH]c2ccccc12	i	i
COc1ccc(OC)c(NC(=O)CCCSc2ccccc2)c1	i	i
Cc1cc(C)cc(NC(=S)NC(=O)C2CC2)c1	i	i
NC(=O)c1nsc(C(=O)N(Cc2ccco2)C(C(=O)NCC2CCCO2)c2ccc(O)cc2)c1N (stereo not given)	i	i
COC(=O)c1c(NC(=O)CC2NCCNC2=O)sc2c1CCCC2 (stereo not given)	i	i
O=C(N/N=C/c1cccc([N+](=O)[O-])c1)c1cnccn1	i	i
CSc1ccc(CNc2ccccc2)cc1	i	i
CCN(CC)CCN(Cc1cc2cc(C)cc(C)c2[nH]c1=O)C(=S)NCc1ccco1	i	i
COc1ccc(C(=O)Nc2nnc(CC(=O)N/N=C/c3ccc(O)cc3O)s2)cc1	i	i
CCN(CC)c1ccc(/C=N/NC(=S)NCc2ccccc2)cc1	i	i
CC1=CCC2C(=O)N(c3cccc(C(=O)N(C)C4CCCCC4)c3)C(=O)C2C1 (stereo not given)	i	i
CSc1nc(NS(=O)(=O)c2ccc(F)cc2F)nn1C	i	i
O=C(Nc1cccc(F)c1)c1c(O)c2cccc3c2n(c1=O)CCC3	i	i
Cn1c(SCC(=O)N2CCN(c3ccccc3)CC2)nnc1-c1cc2ccccc2o1	i	i
COCc1cc(C)nc2sc(C(=O)Nc3ccc(C(=O)OC)cc3)c(N)c12	i	i
COc1cnn(-c2cccc(Cl)c2)c(=O)c1Cl	i	i
FC(F)(F)c1nnc2ccc(N3CCCC3)nn12	i	i
CCOC(=O)COc1ccc(S(=O)(=O)N2CCN(c3ccc(OC)cc3)CC2)cc1	i	i
CCn1c(CNC(=O)c2ccc(Cl)cc2)nnc1SCC(=O)N1CCOCC1	i	i
CCOc1cccc(-c2nn3c(-c4cc(C)[nH]n4)nnc3s2)c1	i	i
CC1CCCN(C(=O)C2CCN(S(=O)(=O)c3cccc4nonc34)CC2)C1 (stereo not given)	i	i
CCCNC(=O)c1ccc(CN2CCc3ccccc3C2)cc1	i	i
COCCn1c(SCC(=O)Nc2ccccc2OC)nc2ccccc21	i	i
COC(=O)[C@H](Cc1ccccc1)NC(=O)N1CCCCCC1	i	i
COc1ccccc1S(=O)(=O)Cc1ccc(C(=O)N2CCN(c3cccc(Cl)c3)CC2)o1	i	i
CC(C)(C)NC(=O)C(c1ccncc1)N(CC1CCCO1)C(=O)Cn1nnc(-c2ccc(F)cc2)n1 (stereo not given)	i	i

Some of these compounds in order of heavy-atom count, lowest first:
SMILES	CHT PAM	CHT inh
CSc1nc(NS(=O)(=O)c2ccc(F)cc2F)nn1C	i	i
CCOc1cccc(-c2nn3c(-c4cc(C)[nH]n4)nnc3s2)c1	i	i
O=C(Nc1cccc(F)c1)c1c(O)c2cccc3c2n(c1=O)CCC3	i	i
COCCn1c(SCC(=O)Nc2ccccc2OC)nc2ccccc21	i	i
CCOC(=O)COc1ccc(S(=O)(=O)N2CCN(c3ccc(OC)cc3)CC2)cc1	i	i

The list continues.
SMILES	CHT PAM	CHT inh
O=C(COC(=O)/C=C/c1cccc(Cl)c1)Nc1ccccc1-c1ccccc1	i	i
CCS(=O)(=O)N1CCN(c2ccccn2)CC1	i	i
O=C(NCc1ccco1)c1ccc2c(=O)n(CC3CCCO3)c(=S)[nH]c2c1 (stereo not given)	i	i
O=C(NCc1ccccc1)C(c1ccccc1F)N(C(=O)c1csnn1)C1CCCC1 (stereo not given)	i	i
c1ccc2c(Nc3ccc4c(c3)OCCO4)c3c(nc2c1)CCCC3	i	i
CC(C)Oc1ccc(S(=O)(=O)N2CCOCC2)cc1NC(=O)CC1OC(=O)c2ccccc21 (stereo not given)	i	i
Cc1ccc(NC(=O)CSc2ncnc3ccccc23)cc1S(=O)(=O)N1CCCCCC1	i	i
COC(=O)c1ccc(CNC(=O)c2cc(COc3cncc(Cl)c3)on2)cc1	i	i
CCOC(=O)c1cc(-c2ccccc2)nn1-c1ccccn1	i	i
COC(=O)CN(c1ccc2c(c1)OCCO2)S(=O)(=O)c1ccccc1	i	i
O=C(Nc1nnc(C2CC2)s1)c1n[nH]c(=O)c2ccccc12	i	i
CC1(C)CC(=O)C(C(c2ccc(Br)cc2)C2C(=O)CC(C)(C)CC2=O)C(=O)C1	i	i
Cc1cc(C)nc(NC2=NCCN2C(=S)Nc2c(C)cccc2C)n1	i	i
C/C(=N\O)c1cccc(Br)c1	i	i
Cc1cc(C(=O)Nc2nc3ccc(Cl)cc3s2)nn1C	i	i
O=C(Nc1ccc(Oc2ccc3c(c2)C(=O)N(c2ccc(O)cc2)C3=O)cc1)c1cccs1	i	i
O=C(CNC(=O)c1ccc(Br)cc1)N=Nc1c(O)[nH]c2ccc([N+](=O)[O-])cc12	i	i
Cc1ccc(C2C3C(=O)N(c4ccccc4)C(=O)C3N3CCCN23)cc1 (stereo not given)	i	i
Cc1ccc(C)c(NC(=O)CN(C)S(=O)(=O)c2ccccc2)c1	i	i
